LDHA inh: LDHA (human) enzyme inhibition | P00338 | 480,000 compounds, 0.15% hits | activity change, % (values are at about 110 or 230 µM) | purified LDHA, NADH/diaphorase-resazurin fluorescence; active compounds read low; in the data active = activity change below about -30%; inconclusive = mostly about -25% to -30%;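 also: plate controls were DMSO wells for no effect and wells without enzyme for full effect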
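Human LDH5 at 2 nM final in Tris HCl pH 7.4 with 0.06 mM NADH and 0.2 mM pyruvate, reacted 5 minutes at room temperature. Remaining NADH coupled via diaphorase/resazurin; resorufin fluorescence read at 0 and 20 minutes, normalized to enzyme-free and DMSO wells.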
Pol eta inh: blocks human DNA polymerase eta activity | recombinant Pol eta, fluorescent DNA replication assay | 390,000 compounds, 1.2% hits | Q9Y253 | AID 588591 | Potency, µM (doses to about 114 µM), for inactives: at the top dose activity change, negative = inhibition, most hits filed as inhibitors; also: potency is read from the fitted curve at half-maximal effect; % is scaled to controls: 0 for no effect and ±100 for the full control effect
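Pol eta (10 nM) was preincubated with compounds for 15 min at room temperature, after which fluorescent replication substrate (50 nM final) was added to start the reaction. Fluorescence was read kinetically at 0 and 10 min.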
APEX1 inh: inhibitors of human APE1 endonuclease; AID 2517; 350,000 compounds, 0.35% hits; recombinant APE1, TAMRA/BHQ-2 abasic DNA cleavage fluorescence; P27695; Potency, µM (titrated, usually from 65.8 µM), inactives show top-dose activity change, negative = inhibition, usual class: inhibitors;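 also: potency is read from the fitted curve at half-maximal effect; plate controls were vehicle for no effect and reference inhibitor for full effect; nearly all actives have a fitted effect of over 55% in size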
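Measures dequenching upon AP-site incision of a 5'-TAMRA/3'-BHQ-2 THF-containing duplex, 50 nM; human APE1 0.75 nM after 15 min room-temperature exposure to compound; kinetic three-point read at one-minute spacing.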
POLI inh: blocks human DNA polymerase iota activity; 390,000 compounds, 1% hits; Q9UNA4; Pol iota fluorescent replication assay, 10 min; Potency, µM (titrated, usually from 115 µM), without a hit: at the top dose activity, negative = inhibition, actives largely listed as inhibitors; also: potency is read from the fitted curve at half-maximal effect
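Pol iota at 10 nM preincubated 15 min with compounds at room temperature; reaction started with fluorescent substrate, 50 nM final. Fluorescence read kinetically at 0 and 10 min; buffer-only wells as negative control.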
Apoferritin bind: candidate novel general anesthetic via apoferritin binding; 350,000 compounds, 0.074% hits; Potency, µM (doses to about 77.5 µM), for inactives: at the highest dose activity change, negative = displacement, hits mostly inhibitors; apoferritin/1-aminoanthracene competitive binding, fluorescence; AID 485281; P02791; also: potency is read from the fitted curve at half-maximal effect; % is scaled to controls: 0 for no effect and ±100 for the full control effect; nearly all actives have a fitted effect of over 20% in size
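Probe: 1-aminoanthracene (50% saturated, PBS). Protein: horse-spleen apoferritin, 10 uM. Incubation: 10 min, room temperature. Detection: 380 nm excitation, 535 nm emission. Analysis: normalized response, four-parameter Hill.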
BLM inh: inhibitors of human Bloom syndrome helicase BLM. P54132. recombinant BLM DNA unwinding, fluorescence dequenching. 350,000 compounds, 0.2% hits. AID 2528. Potency, µM (top dose mostly 56.1 µM), for the others: at the top dose activity change, negative = inhibition, usual class: inhibitors;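 also: potency is read from the fitted curve at half-maximal effect; plate controls were vehicle for no effect and no enzyme for full effect; nearly all actives have a fitted effect of over 35% in size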
Target sequence (P54132 whole entry, looked up): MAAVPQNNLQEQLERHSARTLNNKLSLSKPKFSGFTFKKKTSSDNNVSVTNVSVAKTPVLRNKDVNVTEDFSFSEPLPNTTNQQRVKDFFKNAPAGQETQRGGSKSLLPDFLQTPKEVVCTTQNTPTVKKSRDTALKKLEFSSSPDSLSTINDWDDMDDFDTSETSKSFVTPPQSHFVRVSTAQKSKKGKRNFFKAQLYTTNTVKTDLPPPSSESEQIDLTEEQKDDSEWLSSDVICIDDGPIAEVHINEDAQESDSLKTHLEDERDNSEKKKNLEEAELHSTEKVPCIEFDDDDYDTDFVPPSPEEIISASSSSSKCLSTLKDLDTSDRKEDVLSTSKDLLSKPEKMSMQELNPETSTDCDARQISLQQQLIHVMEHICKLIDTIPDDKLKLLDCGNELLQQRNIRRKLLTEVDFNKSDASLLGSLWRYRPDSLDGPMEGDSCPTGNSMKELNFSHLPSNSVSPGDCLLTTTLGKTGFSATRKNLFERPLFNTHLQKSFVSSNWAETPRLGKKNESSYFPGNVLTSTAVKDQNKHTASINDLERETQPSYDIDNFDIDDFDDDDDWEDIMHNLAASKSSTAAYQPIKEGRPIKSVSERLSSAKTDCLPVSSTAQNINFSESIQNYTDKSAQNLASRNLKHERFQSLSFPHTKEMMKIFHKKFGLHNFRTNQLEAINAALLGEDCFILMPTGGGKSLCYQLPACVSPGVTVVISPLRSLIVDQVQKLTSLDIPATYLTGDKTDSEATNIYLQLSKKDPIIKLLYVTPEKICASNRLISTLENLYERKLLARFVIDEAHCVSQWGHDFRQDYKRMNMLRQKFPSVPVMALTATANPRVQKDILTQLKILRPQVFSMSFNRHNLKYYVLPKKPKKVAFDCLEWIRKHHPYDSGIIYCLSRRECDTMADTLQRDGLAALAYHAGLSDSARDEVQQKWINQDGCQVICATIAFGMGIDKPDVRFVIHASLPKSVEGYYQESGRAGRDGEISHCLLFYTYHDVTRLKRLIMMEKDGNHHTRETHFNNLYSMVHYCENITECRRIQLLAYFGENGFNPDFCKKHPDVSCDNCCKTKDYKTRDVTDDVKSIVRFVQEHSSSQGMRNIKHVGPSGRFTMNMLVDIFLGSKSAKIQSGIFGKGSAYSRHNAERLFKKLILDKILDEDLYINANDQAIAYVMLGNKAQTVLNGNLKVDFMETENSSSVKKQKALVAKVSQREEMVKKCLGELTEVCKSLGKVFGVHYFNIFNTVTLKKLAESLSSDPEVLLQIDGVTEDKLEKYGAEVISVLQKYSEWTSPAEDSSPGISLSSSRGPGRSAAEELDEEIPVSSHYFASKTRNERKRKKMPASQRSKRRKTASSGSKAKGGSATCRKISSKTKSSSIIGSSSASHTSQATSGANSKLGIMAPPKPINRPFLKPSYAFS
GRP78 ERSR act: inducers of ER stress response in human glioma cells | Potency, µM, for inactives: top-dose activation, hits mostly activators | U87-MG GRP78 promoter luciferase reporter, 16 h | 420,000 compounds, 0.02% hits; also: potency is read from the fitted curve at half-maximal effect; series mostly up to about 76 µM; % of control where 0% means no effect; nearly all actives have a fitted effect of over 35% in size
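Stably transfected U87-MG glioma cells carrying a GRP78-based luciferase sensor; 16 h compound incubation. Luminescence end-point read 10 min after Bright-Glo addition at room temperature.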
POLK inh: blocks human DNA polymerase kappa activity. purified Pol kappa, fluorescent DNA synthesis assay, 10 min. Potency, µM (series often up to 107 µM), for inactives: top-dose activity, negative = inhibition, hits mostly inhibitors. 400,000 compounds, 0.53% hits. AID 588579; also: potency is read from the fitted curve at half-maximal effect; % is scaled to controls: 0 for no effect and ±100 for the full control effect
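10 nM Pol kappa was preincubated with compounds for 15 min at room temperature. Reaction started with 50 nM (final) substrate. Fluorescence read kinetically at 0 and 10 min.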
POLB inh: DNA polymerase beta (human) inhibition. Pol beta primer extension/strand displacement, fluorescence kinetic. 340,000 compounds, 1.3% hits. P06746. AID 485314. Potency, µM (highest dose often 114 µM), for inactives: at the highest dose activity change, negative = inhibition, most hits filed as inhibitors; also: potency is read from the fitted curve at half-maximal effect; % is scaled to controls: 0 for no effect and ±100 for the full control effect
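Reaction started by 50 nM substrate onto compound-treated Pol beta (10 nM, 15 min preincubation, room temperature); plates read at 0 min and 10 min. Normalized concentration-effect data fitted by four-parameter Hill equation.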
Numbers without * were called inactive; ? = inconclusive; . = not tested or not shown; & = joins results of further samples; [ ] = dose if it differs, or a comment. Unless noted, calls follow the shape of the dose curve; as a rule, active = well fitted curve in the direction sought with a large enough effect; inconclusive = small, poorly fitted or top-dose-only effect, or another doubt; inactive = no such curve, though single readings can be large; an effect the other way counts as inactive or inconclusive.

SMILES | LDHA inh | Pol eta inh | APEX1 inh | POLI inh | Apoferritin bind | BLM inh | GRP78 ERSR act | POLK inh | POLB inh
CCN(N=O)[C@@H](Cc1ccccc1)CN(N=O)[C@@H](Cc1ccccc1)CN(C)N=O | 0.0 | -8.4% | -15.2% | ? | -13.7% | 4.5% | -1.5% | -9.7% | ?
O=C(CCn1c(=O)oc2ccccc21)NCc1ccco1 | -4.0 | 1.9% | 42.5%[activator] | 16.4% | -6.0% | -1.0% | -4.2% | -10.9% | 0.8%
CCc1ccc(N2NC(=O)/C(=C/C=C/c3ccco3)C2=O)cc1 | 3.0 | ? | 2.1% | 17.8µM* | -0.4% | -14.9% | -0.4% | ? | ?
COC(=O)C1=C(c2ccccc2OCc2ccccc2)C[C@@H]2CC[C@H]1N2C(=O)NCCCOC(C)C | 6.2 | -7.8% | 14.6% | -11.8% | . | . | -1.9% | 12.0% | .
COc1ccc(N=Cc2c(O)n(C)c(=O)n(C)c2=O)cc1 | -3.7 | 3.3% | 39.6%[activator] | 2.2% | -3.2% | -0.3% | 1.1% | -24.8% | -24.2%
CCOCN(C(=O)CCl)c1c(C)cccc1CC | -6.0 | -16.0% | 18.4%&-2.0%&15.8% | 47.9%[activator] | -1.0% | -0.1% | -4.0%&1.1% | 3.0% | .
CCOC(=O)c1ccc(NC(=O)CSc2nc3c(cc2C#N)N2CCC3CC2)cc1 | 2.7 | -10.5% | . | 28.3% | -0.5% | -1.7% | -1.5% | 6.8% | 0.0%
CN(C)C(=O)Oc1cccc(NC(=O)N2CCOCC2)c1 | -2.8 | -2.8% | 24.0% | 22.3% | -1.3% | -8.5% | -2.1% | -5.6% | 38.3%
CCOC(=O)C(O)(c1ccc(N(CC)S(=O)(=O)c2ccc(C)cc2)cc1)C(F)(F)F (stereo not drawn) | 7.0 | -16.3% | -7.9% | -5.7% | -19.7% | -22.9% | -2.0% | -22.9% | -1.5%
CCOC(=O)c1cc2c(cn1)[nH]c1ccccc12 | 1.6 | -3.0% | 8.0%&-0.1%&-1.3% | 22.1% | 1.5% | -1.4% | 13.2%&3.1%&2.8% | 13.0% | 33.3%
CN(CCOc1ccc(C=C2C(=O)NC(=O)NC2=O)cc1)c1ccccn1 | -32.3* | 10.9% | -4.5% | -35.2% | ? | -0.6% | 1.8% | -0.9% | 16.4%
CCN1CCN(Cc2cc(OC)c(OC)cc2[N+](=O)[O-])CC1 | 31.0 | -15.0% | -4.9% | -0.5% | -4.6% | 3.5% | -2.6% | -8.2% | 20.5%
CC(NC(=O)CNC(=S)N(Cc1ccccc1)Cc1cccnc1)c1ccccc1 (stereo not drawn) | -4.0 | 0.8% | 6.6% | 106.9%[activator] | -11.5% | -2.6% | 0.6% | -8.9% | -0.3%
Cc1ccc(C)c(CN2C(=O)c3ccccc3Sc3ccc(C(=O)N4CCC5(CC4)OCCO5)cc32)c1 | -4.8 | -9.7% | . | -0.8% | -14.3% | -9.9% | -4.5% | -9.8%[60.1 µM] | 20.7%
C=CCn1c(O)c(/C(C)=N/N2CCCCCC2)c(=O)[nH]c1=O | -5.1 | -22.5% | -1.0% | -11.5%[58.9 µM] | -15.8% | -3.1% | 1.6% | -2.1% | 0.8%

Single records (already shown). Order of values: LDHA inh	Pol eta inh	APEX1 inh	POLI inh	Apoferritin bind	BLM inh	GRP78 ERSR act	POLK inh	POLB inh
`C=CCn1c(O)c(/C(C)=N/N2CCCCCC2)c(=O)[nH]c1=O` is listed with -5.1	-22.5%	-1.0%	-11.5%[58.9 µM]	-15.8%	-3.1%	1.6%	-2.1%	0.8%
`O=C(CCn1c(=O)oc2ccccc21)NCc1ccco1` is listed with -4.0	1.9%	42.5%[activator]	16.4%	-6.0%	-1.0%	-4.2%	-10.9%	0.8%
`CCN1CCN(Cc2cc(OC)c(OC)cc2[N+](=O)[O-])CC1` is listed with 31.0	-15.0%	-4.9%	-0.5%	-4.6%	3.5%	-2.6%	-8.2%	20.5%

Later entries.
SMILES | LDHA inh | Pol eta inh | APEX1 inh | POLI inh | Apoferritin bind | BLM inh | GRP78 ERSR act | POLK inh | POLB inh
COc1cc(C2c3cc4c(cc3C(OC(C)=O)[C@H]3COC(=O)C23)OCO4)cc(OC)c1OC (stereo partly drawn) | . | . | 17.1%&-4.0% | . | -2.6%&-10.4% | -2.6%&-6.2% | 0.4%&-4.7% | 3.1%&-14.1%[60.1 µM] | .
CCCN(C(=O)c1cc2c(=O)oc3ccccc3c2s1)c1cccc(Cl)c1 | -3.8 | -7.8% | . | -4.7% | -7.0% | -1.6% | -1.8% | -21.1% | 32.5%[activator]
Cc1cccc(-c2nc3ccccc3c(=O)n2-n2cccc2)c1 | -4.7 | 0.3% | 13.6% | 8.7% | -9.8% | -4.9% | -8.7% | -6.2% | 17.5%
COC1=C(C)C(=O)c2c(c(COC(N)=O)c3n2C[C@@H]2[C@@H]3N2C)C1=O (stereo partly drawn) | 14.2 | . | . | 56.2µM* | . | . | -11.6% | ? | .
O=C(CF)NC(NC(=S)Nc1ccccc1O)C(Cl)(Cl)Cl (stereo not drawn) | 5.7 | -5.4% | 12.7% | ? | -19.0% | -6.2% | 4.5% | -7.3% | 22.1%
N#Cc1ccc(CN2CCC3(CC2)CCN(C(=O)Oc2ccccc2)CC3)cc1 | . | . | 3.5% | . | . | 0.7% | -4.7% | -7.5%[60.1 µM] | .
CCOC(=O)C1=Nc2ccccc2/C1=C\c1c(O)n(C)c(=O)n(C)c1=O | -2.1 | 2.0% | -1.3% | ? | -7.5% | -1.3% | -5.9% | -0.1% | 7.9%
On1ccccc1=S | 3.2 | 1.5% | 6.9% | ? | . | . | -1.0% | -6.3% | .
CC(C)(O)[C@H]1O[C@@H]2CC[C@]3(C)[C@@]4(C)c5[nH]c6ccccc6c5C[C@@H]4CC[C@]3(O)C2=CC1=O | . | . | -8.4% | . | . | -5.7% | -1.1% | -19.8%[19.4 µM] | .
CC(=O)OC1CC(OC2C(O)CC(OC3C(O)CC(OC4CCC5(C)C(CCC6C5CCC5(C)C(C7=CC(=O)OC7)CCC65O)C4)OC3C)OC2C)OC(C)C1OC1OC(CO)C(O)C(O)C1O (stereo not drawn) | -1.3 | -3.2% | . | 7.7% | . | . | -4.7% | -8.9% | .
CC(=O)c1c(C)[nH]c(C(=O)N2CCC3(CC2)OCCO3)c1C | -2.6 | 10.3% | -1.5% | 9.0% | -5.3% | -0.5% | -4.5% | -7.0% | 9.8%
COC(=O)C1=C(c2ccc(F)cc2OCc2ccccc2)C[C@@H]2CC[C@H]1N2C(=O)NCCOc1ccccc1 | 5.2 | -23.2% | 4.5% | 11.8% | . | . | -3.6% | -4.0% | .
CC/C(=N\N1CCCCC1)c1c(O)[nH]c(=O)[nH]c1=O | -10.0 | -12.1% | -2.2% | 136.0%[activator] | -4.3% | 0.2% | -5.0% | -9.3% | -15.6%
CC(=O)O/C(=C1\CC2C3CC=C4CC(OC(C)=O)CCC4(C)C3CCC2(C)C1=O)C(F)(F)F (stereo not drawn) | -1.8 | -0.7% | . | 9.0% | . | . | -4.8% | -3.8% | .
Clc1ccc(Sc2oc(/C=N/n3cnnc3)cc2Br)cc1 | -24.5 | 8.7% | 4.6% | -1.6% | ? | -5.5% | -4.1% | -11.8% | 7.9%
COCCNC(=O)CN1C(=O)CN=C(c2ccccc2)c2ccccc21 | -5.6 | -20.6% | -1.9% | 14.0% | -1.8% | -3.4% | -1.1% | 8.9% | 3.0%
N#C/C(=C\c1cccc(O)c1)C(=O)O | . | . | 2.7% | . | -4.8% | -8.4% | -2.7% | -5.5%[60.1 µM] | .
c1cc(N2CCCC3(CCNCC3)C2)ccn1 | . | . | 3.6% | . | . | 1.3% | -5.3% | -7.1%[60.1 µM] | .
COc1ccc(-n2c(SCCN(C)C)nc3ccccc3c2=O)cc1 | -7.2 | -14.1% | 11.3% | 36.8%[activator] | 4.2% | -4.6% | -1.6% | -3.2% | 1.7%
CC(=Nc1ccccc1N)c1c(O)n(C)c(=O)n(C)c1=O | 4.4 | -0.7% | 11.8% | -3.9% | -5.1% | -5.5% | 3.8% | -1.4% | 5.9%
CCOc1ccc(-n2c(O)c(C=NCCCn3ccnc3)c(=O)[nH]c2=O)cc1 | -5.2 | 6.8% | 0.1% | 6.9% | -11.9% | -0.1% | -5.1% | -3.0% | -9.3%
CCCn1c(C)c(C(=O)c2ccc3ccccc3c2)c2ccccc21 | . | -2.4%[57.1 µM] | ? | -12.5%[58.9 µM] | . | . | 0.7% | -3.8%[60.1 µM] | -6.5%[57.1 µM]
CC=C(CC)C1(CCC)C(=O)NC(=S)NC1=O | -4.5 | -10.3% | . | 22.6% | . | . | -1.8% | -12.4% | .
Cn1ncc2c(NCc3ccco3)ncnc21 | 1.0 | . | . | ? | . | . | -4.1% | 11.4% | .
CCCCCn1c(=O)c(C(=O)Nc2cc(C)ccn2)c(O)c2ccccc21 | -8.0 | -14.7% | 13.8% | 118.5%[activator] | -1.5% | -7.8% | -0.3% | 0.7% | 2.4%
c1ccc2c(c1)-c1cccc3cccc-2c13 | -9.0 | -27.7% | 14.3%&0.2% | 28.2% | . | . | -0.5% | -15.2% | .
Cc1ccc(C)c(N2CCN(C(=O)C3CCN(Cc4nc(-c5cccc(Cl)c5)oc4C)CC3)CC2)c1 | 3.9 | -9.7% | . | -1.5% | 51.5%[activator] | -6.5% | 10.9% | -21.3% | -2.0%
CCOC(=O)CCN=Cc1c(O)n(-c2ccc(Br)cc2)c(=O)[nH]c1=O | -2.4 | 3.6% | 9.5% | 1.1% | -6.6% | 0.9% | -2.6% | -11.4% | 13.9%
COc1cc(C2c3cc4c(cc3CC3COC(=O)C32)OCO4)cc(OC)c1OC (stereo not drawn) | -4.0 | -8.5% | 59.3%[activator] | -4.5% | . | . | -2.9% | -2.7% | .
CN1CCN(c2c(C#N)c(C(F)(F)F)nn2C)CC1 | -4.4 | -13.9% | -4.0% | 83.0%[activator] | -0.8% | -0.6% | -1.4% | -2.8% | 13.4%

Screens deposited in PubChem BioAssay by National Center for Advancing Translational Sciences (NCATS).

Only part of the results is shown. The share of hits here may be higher or lower than overall.
